# From PubChem
# HTRA1 inhibitor = HTRA1 (human) protease inhibition | hit rate 0.5% among 340,000 | inhibition, % at 5.96 µM | recombinant HTRA1, FP-rhodamine activity-based probe, fluorescence polarization | Q92743 | AID 504803; in the data active = inhibition above about 36%;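 also: 0% = enzyme with DMSO and 100% = wells lacking enzyme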
# PRMT1 FP inh = PRMT1 (human) inhibition, primary screen. Q99873. recombinant PRMT1, activity-based probe fluorescence polarization. inhibition, % at 2.79 µM. hit rate 1.3% among 370,000. AID 652257;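 active = inhibition above about 21% made by adding two undisclosed values, limit read from the data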
# TCR CD3 inh = inhibitors of human TCR-CD3 interaction; TAMRA-labeled TCR probe fluorescence, biochemical; inhibition, % at 9.4 µM; hit rate 0.37% among 360,000; in the data active = inhibition above about 19%;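 also: recombinant mutant TCR 2C K166C tagged with TAMRA read by polarization; 0% = receptor in buffer alone and 100% = receptor with positive control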
# SIAE inh = blocks human sialic acid acetylesterase | SIAE FP-Rh probe binding, fluorescence polarization | Q9HAT2 | inhibition, % at 9.66 µM | hit rate 0.69% among 370,000;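 active = inhibition above a cutoff: mean of compounds within the control limits plus 3 SD of those, cut at about 17% in these data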;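 also: 0% = plate median of compound wells and 100% = probe without SIAE protein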
# GC-A act = GC-A (human) enzyme activation; P16066; HEK293 GC-A cells, cGMP TR-FRET, EC30 ANP; 0% at EC30 ANP, 100% saturating ANP; activation, % at 10 µM; hit rate 0.14% among 370,000; AID 1671463; in the data active = activation above about 40%
# Target sequence (P16066 whole entry, looked up): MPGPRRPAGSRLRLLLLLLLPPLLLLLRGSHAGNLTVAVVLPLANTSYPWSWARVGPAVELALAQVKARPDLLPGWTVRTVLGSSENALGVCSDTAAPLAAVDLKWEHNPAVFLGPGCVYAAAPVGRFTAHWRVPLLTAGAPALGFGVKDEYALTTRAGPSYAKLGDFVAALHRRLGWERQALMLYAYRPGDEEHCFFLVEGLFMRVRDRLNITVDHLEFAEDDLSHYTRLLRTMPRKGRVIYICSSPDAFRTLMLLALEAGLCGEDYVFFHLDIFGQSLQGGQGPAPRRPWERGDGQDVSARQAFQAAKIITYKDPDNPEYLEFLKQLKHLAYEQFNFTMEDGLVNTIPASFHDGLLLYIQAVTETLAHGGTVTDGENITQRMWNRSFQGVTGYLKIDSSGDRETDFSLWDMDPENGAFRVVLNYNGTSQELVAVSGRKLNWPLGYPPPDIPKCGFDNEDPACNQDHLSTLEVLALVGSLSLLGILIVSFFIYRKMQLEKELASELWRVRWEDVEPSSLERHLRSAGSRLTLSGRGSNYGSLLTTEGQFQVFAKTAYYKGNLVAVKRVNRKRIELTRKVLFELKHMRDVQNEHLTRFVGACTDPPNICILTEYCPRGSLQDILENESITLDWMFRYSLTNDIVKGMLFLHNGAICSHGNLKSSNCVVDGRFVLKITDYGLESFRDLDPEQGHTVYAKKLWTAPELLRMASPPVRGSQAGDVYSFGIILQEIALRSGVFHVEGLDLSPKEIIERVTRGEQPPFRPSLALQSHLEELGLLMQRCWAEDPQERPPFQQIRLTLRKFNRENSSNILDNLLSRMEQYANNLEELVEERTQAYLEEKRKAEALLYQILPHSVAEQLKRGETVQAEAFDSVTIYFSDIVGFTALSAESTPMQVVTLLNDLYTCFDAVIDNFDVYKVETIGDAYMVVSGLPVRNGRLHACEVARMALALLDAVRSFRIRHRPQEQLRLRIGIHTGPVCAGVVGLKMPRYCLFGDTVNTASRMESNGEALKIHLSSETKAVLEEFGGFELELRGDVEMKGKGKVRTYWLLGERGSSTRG
# UHRF1 binding = blocks human UHRF1 binding to methylated DNA | UHRF1 binding to methylated oligo, TR-FRET | inhibition, % at 4.4 µM | hit rate 0.75% among 370,000 | AID 687016; in the data active = inhibition above about 21%;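 also: UHRF1 SRA domain binding a hemimethylated CpG hairpin DNA probe; 0% = median of test compound wells and 100% = reference inhibitor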
# rCAG RNA binder = molecules binding r(CAG) RNA repeats | r(CAG) RNA repeat, TO-PRO-1 dye displacement fluorescence | hit rate 1.3% among 370,000 | inhibition, % at 3 µM;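 active = inhibition above the plate cutoff, the mean of all test compounds on that plate plus 3 SD, cut at about 35% in these data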;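 also: 0% = DMSO alone and 100% = 100 µM mitoxantrone as full dye displacement; higher means more dye released from RNA so lower well fluorescence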
# ABHD4 inh = ABHD4 (mouse) inhibition, primary FP screen. inhibition, % at 8.92 µM. purified mABHD4, FP-Rh probe fluorescence polarization. Q8VD66. hit rate 0.54% among 370,000;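 active = inhibition exceeding the mean over every tested compound plus 3 SD, cut at about 30% in these data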;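 also: 0% = plate median of compound wells and 100% = S159A mutant with DMSO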
#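 System: mouse ABHD4 enzyme, wild type / Medium: HEPES pH 7.0, NaCl, Pluronic buffer / Reagent: FP-Rh activity-based fluorescent probe / Control set: S159A mutant high control, sample median low control / Detection: fluorescence polarization with parallel and perpendicular emission, 525/598 nm / Schedule: 45 min + 60 min at 25 °C / Compound dosing: 8.92 µM, single dose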
# GC-B act = GC-B (human) receptor activation; P20594; HEK293-GC-B cells, CNP EC30, cGMP TR-FRET; 0% at EC30 CNP, 100% saturating CNP; activation, % at 10 µM; hit rate 0.11% among 370,000;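 active = activation at 10 µM reaching about 35% in either raw or pattern-adjusted values, limit read from the data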
# MBD2 inh = MBD2-methylated oligo binding inhibition | Q9UBB5 | TR-FRET, MBD2 binding to methylated oligonucleotide | inhibition, % at 4.4 µM | hit rate 0.31% among 370,000 | AID 686964; in the data active = inhibition above about 13%
# * marks the source's active call; other numbers are inactive results; nt = no result given.
# A first look, four compounds:
# Abbreviations: A = HTRA1 inhibitor; B = PRMT1 FP inh; C = TCR CD3 inh; D = SIAE inh; E = GC-A act; F = UHRF1 binding; G = rCAG RNA binder; H = ABHD4 inh; I = GC-B act; J = MBD2 inh
> Nc1ccccc1C(=O)NC12CC3CC(CC(C3)C1)C2
  A: 1; B: -1; C: 5; D: -1; E: -4; F: -2; G: -3; H: -6; I: 1; J: -3
> COc1ccc(NC(=O)C(c2ccccc2)N(C)C(=O)c2cnccn2)cc1 (centres undefined)
  A: -8; B: 0; C: -1; D: 7; E: -1; F: -5; G: -7; H: 0; I: -7; J: -5
> NC(=O)c1cc(Cc2ccccc2)sc1NC(=O)c1ccco1
  A: -56; B: 4; C: -6; D: -18; E: 8; F: 2; G: 7; H: -30; I: 4; J: 3
> COCCCNCCOc1cc(C(C)C)ccc1C
  A: 6; B: 0; C: -1; D: -3; E: -2; F: 0; G: 0; H: 14; I: 3; J: -1

# This part in full (from the top)
# Abbreviations: A = HTRA1 inhibitor; B = PRMT1 FP inh; C = TCR CD3 inh; D = SIAE inh; E = GC-A act; F = UHRF1 binding; G = rCAG RNA binder; H = ABHD4 inh; I = GC-B act; J = MBD2 inh
> Nc1ccccc1C(=O)NC12CC3CC(CC(C3)C1)C2
  A: 1; B: -1; C: 5; D: -1; E: -4; F: -2; G: -3; H: -6; I: 1; J: -3
> COc1ccc(NC(=O)C(c2ccccc2)N(C)C(=O)c2cnccn2)cc1 (centres undefined)
  A: -8; B: 0; C: -1; D: 7; E: -1; F: -5; G: -7; H: 0; I: -7; J: -5
> NC(=O)c1cc(Cc2ccccc2)sc1NC(=O)c1ccco1
  A: -56; B: 4; C: -6; D: -18; E: 8; F: 2; G: 7; H: -30; I: 4; J: 3
> COCCCNCCOc1cc(C(C)C)ccc1C
  A: 6; B: 0; C: -1; D: -3; E: -2; F: 0; G: 0; H: 14; I: 3; J: -1
> CSC1=NCCN1C(=O)c1c(F)cccc1Cl
  A: 1; B: 2; C: 9; D: 0; E: 2; F: 1; G: 1; H: -4; I: -1; J: -1
> CCN1CCC(NCCc2ccc(F)cc2)CC1
  A: 12; B: -1; C: 2; D: -11; E: 0; F: -1; G: 2; H: -2; I: -2; J: 1
> CCOc1ccc(OCCC(=O)OCC(=O)NC2CCCC2)cc1
  A: -1; B: 2; C: 0; D: -1; E: -1; F: 14; G: -1; H: 5; I: 6; J: 8
> Cc1ccc(C)n1-n1c(C)nc2sc(-c3ccccc3)cc2c1=O
  A: -18; B: -2; C: 3; D: -7; E: 2; F: -2; G: 3; H: -4; I: -4; J: -2
> OCCC1CN(Cc2cc3c(cc2Cl)OCO3)CCN1C1CCCCC1 (centres undefined)
  A: -2; B: -3; C: 6; D: -4; E: -4; F: -4; G: -8; H: 0; I: -3; J: -4
> CCCOc1ccc(/C=N/NC(=O)CN2CCCCC2)cc1
  A: 4; B: -1; C: 2; D: -2; E: 4; F: -3; G: -8; H: 0; I: 1; J: 3

# Full records, quoted from the list. Order of values: HTRA1 inhibitor	PRMT1 FP inh	TCR CD3 inh	SIAE inh	GC-A act	UHRF1 binding	rCAG RNA binder	ABHD4 inh	GC-B act	MBD2 inh
# `Cc1ccc(C)n1-n1c(C)nc2sc(-c3ccccc3)cc2c1=O` is listed as -18	-2	3	-7	2	-2	3	-4	-4	-2
# `COc1ccc(NC(=O)C(c2ccccc2)N(C)C(=O)c2cnccn2)cc1` (centres undefined) is listed as -8	0	-1	7	-1	-5	-7	0	-7	-5
# `NC(=O)c1cc(Cc2ccccc2)sc1NC(=O)c1ccco1` is listed as -56	4	-6	-18	8	2	7	-30	4	3

# Going on with the list:
# Abbreviations: A = HTRA1 inhibitor; B = PRMT1 FP inh; C = TCR CD3 inh; D = SIAE inh; E = GC-A act; F = UHRF1 binding; G = rCAG RNA binder; H = ABHD4 inh; I = GC-B act; J = MBD2 inh
> CC(C)CNC(=O)c1cccc2c1-c1ccccc1C2=O
  A: -3; B: 0; C: 4; D: 0; E: -2; F: -3; G: 0; H: -2; I: -1; J: -5
> COc1cc2c(cc1OC)C(c1cccs1)N(C(=S)NC(C)C)CC2 (centres undefined)
  A: -10; B: -1; C: 8; D: -3; E: -12; F: -1; G: -1; H: -7; I: -6; J: -3
> COC(=O)Cc1c(C)c2ccc(OC(=O)c3ccco3)cc2oc1=O
  A: 0; B: -2; C: -12; D: 4; E: 8; F: 0; G: 1; H: 5; I: 8; J: 1
> CCCCCCCCNCCS(=O)(=O)NCc1ccccc1OC
  A: -2; B: -2; C: 2; D: -2; E: -1; F: 0; G: -1; H: 6; I: -2; J: 1
> CCn1c(C)nc2cc(C(=O)NNC(=S)Nc3ccc(Cl)cc3Cl)ccc21
  A: 0; B: 0; C: -3; D: -2; E: 0; F: 0; G: 58*; H: 8; I: -3; J: 2
> CSc1ccccc1C(=O)NCCc1ccc(S(=O)(=O)N2CCCCC2)cc1
  A: -4; B: -1; C: 10; D: -5; E: 4; F: -2; G: -3; H: 0; I: 1; J: 1
> C=CCc1ccc(OCCOCCOc2ccccc2[N+](=O)[O-])c(OC)c1
  A: -14; B: -1; C: 6; D: -1; E: -1; F: 2; G: -3; H: -13; I: -2; J: 0
> CN(C)S(=O)(=O)c1ccc(N2CCCC2)c(C(=O)Nc2ccc(N3CCOCC3)cc2)c1
  A: 1; B: -2; C: 1; D: 6; E: 10; F: -4; G: -3; H: 2; I: 23; J: 0
> CCOC(=O)c1sc(NC(=S)NC(=O)c2ccccc2Cl)c(C(=O)OCC)c1C
  A: -5; B: -1; C: 2; D: 0; E: -1; F: 3; G: -2; H: -1; I: 3; J: -5
> COc1nc(N)nc(NC(=O)c2cccs2)c1N=O
  A: 10; B: 8; C: -12; D: 10; E: -5; F: -4; G: -2; H: 1; I: -7; J: 0

# The listing continues.
# Values run as follows: HTRA1 inhibitor | PRMT1 FP inh | TCR CD3 inh | SIAE inh | GC-A act | UHRF1 binding | rCAG RNA binder | ABHD4 inh | GC-B act | MBD2 inh
O=C(c1ccccc1F)N1CCN(c2ccc([N+](=O)[O-])c3cccnc23)CC1
 : 1 | 1 | 1 | 4 | -1 | -4 | -7 | 1 | -7 | -7
Cc1ccc(C(=O)NC(=S)NNC(=O)c2ccc([N+](=O)[O-])cc2)cc1
 : -17 | 2 | 15 | 0 | 3 | -3 | -1 | 6 | 9 | 0
COc1cc(OC)cc(-c2c(-c3cccs3)c3cc(Br)ccc3n2C)c1
 : -5 | 25* | 1 | -7 | -10 | 3 | 40* | 7 | -14 | -7
CC(C)CCn1c(-c2nonc2N)nc2ccccc21
 : -16 | 2 | 6 | -2 | 6 | 0 | 3 | -6 | 13 | -5
CC(C)OC(=O)CSc1n[nH]c(-c2cccnc2)n1
 : 3 | 3 | -3 | -5 | -1 | -1 | 2 | 11 | -3 | -2
COc1ccc(CNc2ccc(C)c(C)c2)cc1
 : 2 | 0 | -2 | -3 | -2 | 9 | -2 | 5 | 4 | 9
COc1ccc(CCNC(N)=S)cc1OC
 : 2 | 0 | 2 | 8 | 2 | 1 | 0 | 5 | -2 | -2
CNc1cncc(-c2ccc(O)cc2)n1
 : nt | 0 | -1 | 6 | -2 | -1 | 3 | 0 | -3 | -3
CCOP(=O)(OCC)c1nc(-c2cccc3ccccc23)oc1NCCc1ccc(OC)cc1
 : -72 | 2 | -1 | 4 | 0 | 3 | -1 | 8 | -8 | 2
CN1CCc2c(sc(N)c2C(=O)c2ccc(Cl)cc2)C1
 : -11 | 17 | -11 | -14 | 12 | 1 | 9 | -18 | 2 | 0
CCOC(=O)c1c(C)[nH]c(C)c1C=O
 : 4 | 2 | 6 | 2 | 3 | 1 | 1 | -6 | 4 | 6
CC(=O)c1ccc(OCC(O)CN(C)Cc2cccs2)cc1 (centres undefined)
 : -8 | 0 | 3 | -3 | -1 | 3 | 1 | -1 | 0 | -5
CCOc1ccc(-n2cc(C(=O)N3CCCCCC3)c3cc(OC)c(OC)cc3c2=O)cc1
 : -4 | -1 | 11 | 3 | 6 | -3 | -9 | -1 | 9 | -4
CCOc1ccccc1NC(=O)C1CCC(CNc2c(N3CCCCC3)c(=O)c2=O)CC1 (centres undefined)
 : 0 | -2 | 4 | 5 | 0 | 6 | 0 | -3 | -3 | 2
COc1ccc(S(=O)(=O)NCC2CCCO2)c(Cl)c1Cl (centres undefined)
 : 1 | 1 | 4 | 3 | 0 | 0 | -2 | 6 | 2 | 3
O=C(c1cccc(C(F)(F)F)c1)C1CCCN(C(=O)CCCn2cncn2)C1 (centres undefined)
 : -2 | 1 | -13 | -1 | 1 | 7 | -9 | -12 | -7 | 9
Cc1cc(C)n(S(=O)(=O)/C=C/c2ccccc2)n1
 : 1 | -4 | 3 | 3 | -3 | -1 | -4 | -3 | -4 | -5
OC1CC2CCC(C1)N2CCCN1c2ccccc2Sc2ccc(Cl)cc21 (centres undefined)
 : 13 | -3 | -1 | 6 | -30 | -3 | 5 | 14 | -19 | -9
CCc1ccc(C(=O)CSc2nc3ccccc3c(=O)[nH]2)cc1
 : -2 | 2 | 0 | 4 | -7 | 0 | 6 | -2 | -10 | 0
C[C@H](O)[C@@H]1C(=O)N2CCc3c([nH]c4c(-c5ccccc5)cccc34)[C@@H]2C[C@@H]1N(C)CC1CCCCC1
 : nt | 4 | 0 | 2 | -8 | 0 | 7 | 20 | -3 | 1
Cc1ccc(N(CC(=O)NC2CCCC2)C(=O)CNC(=O)c2cccs2)cc1C
 : -11 | 3 | -7 | -3 | 0 | 3 | -8 | 4 | -2 | 3
CC(CC(=O)C1C(C)C=CCC1(C)C)NNC(N)=O (centres undefined)
 : -1 | -1 | 1 | 9 | -6 | 1 | -5 | 2 | -5 | -2
CC(NC(=O)c1cc(COc2ccc3ncccc3c2)on1)c1ccc(F)cc1 (centres undefined)
 : -18 | -5 | -3 | -14 | 3 | 1 | -2 | -20 | 4 | -4
S=C(NCC1CCCO1)Nc1cccc(Cl)c1 (centres undefined)
 : 4 | -8 | 0 | 8 | 2 | 1 | 2 | -4 | 1 | -1
CCOC(=O)C1(CCOC)CCN(Cc2ccncc2)CC1
 : 4 | -2 | 5 | 8 | -2 | -2 | -6 | 1 | -5 | 3
Cc1cc(NC(=O)c2ccccc2C)ccc1NC(=O)c1ccccc1Cl
 : -3 | 7 | -4 | -1 | 3 | 4 | -4 | -1 | 0 | -1
O=C(O)CCC(=O)NNC(=O)COc1ccc2ccccc2c1Br
 : nt | -1 | 1 | 1 | 0 | 0 | 4 | -3 | 6 | 0
CCOCCCNC(=O)c1ccc(OC)cc1
 : 7 | -5 | -4 | -5 | 1 | 3 | 2 | -6 | -7 | 0
COc1ccccc1/C=C/C(=O)NCC(=O)N/N=C(/C)c1ccc(Cl)cc1
 : -8 | 0 | -1 | -4 | -4 | -4 | 0 | -7 | 4 | -4

# Only part of the results is shown; count on the stated rates, not on these rows.
